N370S GC mod: inhibits or activates N370S mutant glucocerebrosidase | N370S GC spleen homogenate, 4MU-glucoside fluorescence | AID 2101 | actives 0.092% (n = 330,000) | Potency, µM (top dose mostly 59.4 µM), inactives show top-dose activity change, negative = inhibition, actives largely listed as inhibitors | P04062;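 note: 0% = full enzyme activity and -100% = no enzyme basal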
TDP1 block: TDP1 (human) enzyme inhibition; Q9NUW8; recombinant TDP1, AlphaScreen DNA substrate cleavage; Potency, µM (top dose mostly 130 µM), inactives show top-dose activity change, negative = inhibition, actives largely listed as inhibitors; actives 0.28% (n = 350,000); AID 485290; note: nearly all actives have a fitted effect of over 40% in size
Target sequence (Q9NUW8 whole entry, looked up): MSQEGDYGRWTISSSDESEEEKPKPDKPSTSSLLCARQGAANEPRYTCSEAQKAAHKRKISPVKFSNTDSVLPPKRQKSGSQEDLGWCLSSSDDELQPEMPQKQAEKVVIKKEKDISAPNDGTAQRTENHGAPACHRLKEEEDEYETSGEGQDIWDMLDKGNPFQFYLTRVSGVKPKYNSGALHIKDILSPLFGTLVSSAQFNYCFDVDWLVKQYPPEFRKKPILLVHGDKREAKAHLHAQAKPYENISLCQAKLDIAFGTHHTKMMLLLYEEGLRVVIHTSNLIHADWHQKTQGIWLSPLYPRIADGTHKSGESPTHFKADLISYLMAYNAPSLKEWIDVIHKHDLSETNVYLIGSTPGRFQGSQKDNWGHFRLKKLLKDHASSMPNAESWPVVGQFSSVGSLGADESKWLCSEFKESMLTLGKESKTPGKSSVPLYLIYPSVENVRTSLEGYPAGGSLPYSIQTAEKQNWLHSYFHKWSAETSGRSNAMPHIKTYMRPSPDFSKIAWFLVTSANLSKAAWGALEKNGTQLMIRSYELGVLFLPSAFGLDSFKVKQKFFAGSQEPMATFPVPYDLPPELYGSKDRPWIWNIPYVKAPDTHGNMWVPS
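Enzyme-compound mixtures sat 15 min at room temperature, followed by a 5 min reaction with 15 nM final substrate and 10 min with AlphaScreen beads. Recombinant human Tdp1 was used at 1 nM final.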
TDP1 cell noCPT: qHTS for Inhibitors of human tyrosyl-DNA phosphodiesterase 1 (TDP1): qHTS in cells in absence of CPT | DT40 Tdp1-/- hTDP1 cells, no CPT, ATP luminescence, 48 h | Potency, µM (highest dose often 46.2 µM), inactives show top-dose activity change, negative = growth inhibition, usual class: inhibitors | actives 15% (n = 420,000) | AID 686978, 2013; note: nearly all actives have a fitted effect of over 55% in size
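Compound effects on proliferation are scored in DT40 Tdp1-/-;hTDP1 cells in the absence of CPT. ATP levels (CellTiter-Glo luminescence) are recorded after a ≥48 hr, 37 °C incubation.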
Numbers without * were called inactive; ? = inconclusive; / = not tested or not shown; [ ] = remark or other dose. Calls come from the whole dose curve; as a rule, active = well fitted curve in the direction sought with a large enough effect; inconclusive = small, poorly fitted or top-dose-only effect, or another doubt; inactive = no such curve, though single readings can be large; an effect the other way counts as inactive or inconclusive. Unless noted, % is set by controls: 0 for no effect and ±100 for the full control effect; potency is the fitted concentration of half-maximal effect.

SMILES	N370S GC mod	TDP1 block	TDP1 cell noCPT
COc1ccc(NC(=O)C2C3C=CC(O3)C2C(=O)NCc2cccnc2)cc1 (configuration not stated)	-2%	5%	-26%
CCc1cc2c(cc3c(=O)n(CC(=O)N4CCN(c5ccccn5)CC4)nc(CC)n32)s1	5%	-2%	?
Nc1ccc(S(=O)(=O)Nc2nccc(/C=C/c3cccc(Br)c3)n2)cc1	3%	3%[0.0935 µM]	-29%
CCNc1nc(N)c(C(=C(C#N)C#N)c2ccccc2)s1	11%	1%	?
OC1(c2cccc(C(F)(F)F)c2)CCN(Cc2nc(-c3cnccn3)no2)CC1	4%	10%	-20%
COc1cccc(N(CC(=O)NC2CCCCC2)C(=O)CCC(=O)Nc2nc(C)cs2)c1	-11%	-10%	?
O=C(Nc1ccc(Cl)c(S(=O)(=O)N2CCOCC2)c1)c1ccc(Cl)nc1	-6%	1%	18µM*
O=C(Nc1ccc(-c2nc3ccccc3s2)c(O)c1)C1=COCCO1	-22%	1%	-26%
CCCc1ccc(O)c(N=Cc2cc(Br)cc(OCC)c2O)c1	5%	8%	2.6µM*
CN1C(=O)[C@H]2[C@@H](/C=C/c3ccccc3)N3C(=O)CN(CCO)C(=O)[C@@]3(Cc3ccccc3)[C@H]2C1=O	-7%	/	1%
COc1cc2c(cc1OC)C(C)N(C(=O)c1ccc(C)o1)CC2 (configuration not stated)	0%	/	21µM*
CCCCCNC(=O)[C@@H]1CSC2c3ccccc3C(=O)N21 (some centres not stated)	-20%	/	-11%
O=C(N/N=C/c1ccccc1[N+](=O)[O-])c1ccc(CN2CCOCC2)cc1	-5%	2%	?
COC(=O)c1nn(-c2ccc3c(c2)CCN3C(C)=O)cc1O	10%	0%	?
COc1ccc(OC)c(C(=O)COC(=O)c2ccc(C)o2)c1	23%	1%	-22%
CCOC(=O)c1c(-c2ccc(C)cc2)csc1NC(=O)c1cccc(N2C(=O)CCC2=O)c1	13%	-3%	-15%
CC(C)c1ccccc1NC(=O)COC(=O)Cc1cccc(C(F)(F)F)c1	12%	1%	?
Cc1ccc(NC(=O)c2nc[nH]c2C(=O)N2CCN(C(=O)OC(C)(C)C)CC2)cc1	/	-1%	?
O=C(O)CCC(NC(=S)Nc1ccccc1)C(=O)O (configuration not stated)	-3%	/	-4%
CCOC(=O)c1c(NC(=O)CSc2nnnn2C)sc(C)c1C	?	1%	-21%
Cc1ccc(C)c(N2CCN(CCCNC(=O)c3ccc4nc(N5CCCCC5)sc4c3)CC2)c1	/	3%	10µM*
CC(C)(C)NC(=O)CCN(/N=C/c1ccncc1)C1=NS(=O)(=O)c2ccccc21	?	/	-10%
S=C(NCCN1CCOCC1)N/N=C/c1cccs1	-8%	/	4.1µM*
Cc1cc(Br)ccc1SCC(=O)NNC(=O)c1ccco1	/	0%[56.1 µM]	-1%
COc1ccc(Cl)cc1C1CC(=O)Nc2cc3c(cc21)OCCO3 (configuration not stated)	/	5%	0.37µM*
Cc1ccc(-n2sc3ccccc3c2=O)cc1S(=O)(=O)N1CCCCC1	-24%	8%	2.9µM*
Cc1cc(-c2nn(-c3ccccc3F)cc2CN2CCN(c3ccccn3)CC2)c(C)s1	-18%	3%	12µM*
CCOc1ccccc1NC(=S)NCCc1ccc(F)cc1	-15%	8%	?
COc1ccccc1N1CCN(CC(=O)c2ccc3ccn(C(C)=O)c3c2)CC1	-5%	4%	?
O=c1[nH]c2ccccc2c(O)c1-c1cc2ccccc2oc1=O	1%	0%	/
COc1cc(S(=O)(=O)N2CCCC2)c(C)cc1C	0%	6%	?
O=c1[nH]cnc(O)c1C(c1ccc(Br)cc1)c1c(O)nc[nH]c1=O	-2%	-4%	0%
COc1cc(NC(=O)C2CCN(c3nnc(C)c4c(C)n(-c5ccccc5)nc34)CC2)cc(OC)c1	/	6%	?
CCOC(=O)c1cnc2ccc(OC)cc2c1Nc1ccc(OCc2ccccc2Cl)cc1	/	-2%[12.3 µM]	7.3µM*
CCC(=O)Nc1cccc(-c2cn3cccc(C)c3n2)c1	5%	4%	-9%
Cn1c(N)c(N=O)c(=O)n(C)c1=O	-3%	6%	0%
CCc1ccc(NC(=O)COn2nnc3ccc(S(=O)(=O)N(C)C)cc32)cc1	17%	3%	?
CCCC(=O)Nc1ccc(Cl)c(-c2nc3ncccc3o2)c1	-5%	/	-7%
CC1CCCN(S(=O)(=O)c2ccc(S(=O)(=O)N3CCCC3)cc2)C1 (configuration not stated)	-3%	/	0%
COc1ccc(Oc2ncc3nc(-c4cc(F)cc(F)c4)c(=O)n(C4CC4)c3n2)cc1	6%	/	-5%
CCOc1ccccc1Oc1cn[nH]c1-c1ccc(OC)cc1O	11%	7%	?
COC(=O)c1ccc(CNC(=O)Cn2nnnc2CN(C)C(C)C)cc1	-11%	/	-16%
CCCCn1nc(C(=O)NCc2ccccc2CN2CCCC2)c2ccccc2c1=O	/	2%	?
Cc1nn(CCN)c(C)c1Cl	-6%	5%	4%
CCOc1ccc(S(=O)(=O)N2CCN(S(=O)(=O)c3ccc(OCC)cc3)C(C)C2)cc1 (configuration not stated)	0%	-2%	?
O=C(NCCCN1CCCCCC1)c1ccc(CS(=O)(=O)Cc2ccccc2F)o1	-3%	5%	-3%
O=C(NCC1CC1)c1ccc(Oc2cc(Cl)cc(Cl)c2)o1	11%	5%	?
CCC(=O)Nc1ccc(S(=O)(=O)NCc2ccco2)cc1	4%	-4%	-20%
CCOC(=O)N1CCN(c2c(NCc3ccc(Cl)cc3)c(=O)c2=O)CC1	2%	2%	5.8µM*
Cc1ccc(S(=O)(=O)N2CCCC2CNC(=O)C(=O)NCc2ccccn2)cc1 (configuration not stated)	-12%	-1%	-6%
Cc1cccc(N(C(=O)c2csnn2)C(C(=O)NC2CCCCC2)c2ccccn2)c1C (configuration not stated)	0%	0%	-18%
CCOc1ccc(Br)cc1C(=O)N/N=C/c1ccc([N+](=O)[O-])cc1	-9%	6%	-15%
CCCCc1c(C)nc2ccc(OC)cc2c1SCCC(=O)O	-15%	-10%	-17%
Cc1ccc(S(=O)(=O)N2CCCCC2)cc1NC(=O)CNc1ccc(C(F)(F)F)cc1	-9%	/	?
COc1ccc(C(Cl)=C(c2ccc(OC)cc2)c2ccc(OC)cc2)cc1	8%	6%[56.1 µM]	?
CS(=O)(=O)N1CCC(C(=O)NCCc2ccccc2)CC1	1%[12.8 µM]	1%	0%
Cc1ccccc1Cn1ccc(NC(=O)c2nc3ncccn3n2)n1	4%	3%	-2%
Cc1cc(C)cc(NC(=O)CCc2c(C)nn(-c3ccc(N4CCCC4)nn3)c2C)c1	/	6%	26µM*
O=C(O)CSc1c(-c2cccs2)[nH]c2ccccc12	-20%	5%	?
CCc1c(C)nc(SCc2cccnc2)[nH]c1=O	-2%	3%	0%
Remaining list, next part
SMILES	N370S GC mod	TDP1 block	TDP1 cell noCPT
COCn1c(=O)c2c(nc(SC3=NCCS3)n2Cc2ccccc2C)n(COC)c1=O	0%	10%	?
COc1ccc(/C=C/C(=O)Nc2sc(Cc3ccccc3)c(C)c2C(N)=O)cc1	-6%	8%	-28%
Cc1ccccc1-c1coc2cc(O)ccc2c1=O	-2%	3%	?
CCCc1cc(=O)oc2cc(OCC(=O)NCCCn3ccnc3)ccc12	-1%	9%	-1%
CC(=O)OCCN(Cc1ccccc1)Cc1ccc2c(c1)OCO2	-9%	-2%	-13%
CC(C)OC(=O)c1ccc(Cn2nnc3sc4c(c3c2=O)CCCC4)cc1	/	-3%	?
O=C(NCc1nnnn1-c1ccc(F)c(F)c1)c1cc2ccccc2o1	-9%	/	-12%
O=C(N/N=C/C1C(c2ccccc2)C1(Cl)Cl)c1cccc(Br)c1 (configuration not stated)	-10%	4%	?
O=C(O)CN(Cc1ccccc1)S(=O)(=O)c1ccc(F)cc1	-6%	0%	-26%
CCOC(=O)c1nn(-c2c(C)n(C)n(-c3ccccc3)c2=O)cc1O	-3%	-8%	11%
CCCc1cc(=O)[nH]c(SCc2nc(-c3ccccc3F)no2)n1	/	5%	?
O=C1C2CCCN2C(=O)N1CCCN1CCN(c2cccc(Br)c2)CC1 (configuration not stated)	0%	5%	?
Cc1ccc(/C=N/N=C2\SCC(=O)N2CC2CC2)cc1	-14%	1%	-6%
COc1cccc2cc(/C(C)=N/NC(=O)c3ccco3)oc12	0%	2%	?
CC(C)n1cc(/C=C2/SC(=O)N(CC(=O)N3CCCC3)C2=O)c2ccccc21	/	4%	?
COc1cccc(Cn2c(CNC(=O)c3cc([N+](=O)[O-])ccc3Cl)nc3cccnc32)c1	/	9%	?
O=S(=O)(Cc1ccc(Cl)cc1)Nc1ccc2c(c1)OCO2	-1%	7%	?
CN1CCC(N(C)S(=O)(=O)c2ccc(NC(=O)COc3ccc(F)cc3)cc2)CC1	-1%	-3%	-23%
O=C(NC(=O)c1ccc(F)cc1)Nc1ccc(-c2cc(C(F)(F)F)nn2-c2ccccc2)cc1	/	5%	-25%
CN(Cc1c(F)cccc1Cl)C(=O)C1=CC=CN2CCS(=O)(=O)N=C12	/	0%	21%
CC(C)NC(=O)C1CCN(C2CCN(Cc3cn[nH]c3-c3ccccc3)CC2)CC1	4%	0%	10%
Cc1onc(-c2ccccc2Cl)c1C(=O)NCc1cccs1	6%	-4%	-9%
COC(=O)C1=C(C)N(C)C(=O)/C1=C\c1ccco1	3%	1%	-20%
CCOc1ccc(N2C(=O)C3Sc4[nH]c(=O)sc4C(c4ccc(OC)c(OC)c4)C3C2=O)cc1 (configuration not stated)	-1%	4%	1%
Nc1nc(-c2ccc(-c3ccccc3)cc2)cs1	6%	0%	-17%
COc1ccc(-c2cc(C(=O)Nc3ccc(S(=O)(=O)Nc4onc(C)c4C)cc3)c3ccccc3n2)cc1OC	-16%	-3%	-5%
COc1ccc2oc(C(=O)N(Cc3ccco3)Cc3cccs3)c(C)c2c1	-9%	/	?
Cc1ccccc1Cn1c(=O)n(CCCC(=O)NCc2ccco2)c(=O)c2ccccc21	4%	6%[56.1 µM]	?
O=[N+]([O-])c1ccc([C@H](O)[C@H](CO)N=Cc2ccccc2O)cc1	6%	-2%	-13%
CCOc1ccc(C(=O)Nc2ccc(C(F)(F)F)n(C)c2=O)cc1	14%	0%	-9%
CC(C)CNC(=O)c1cc2nc3c(c(C(F)(F)F)n2n1)CCc1ccccc1-3	-3%	2%	?
COc1cc(NC(=O)c2ccccc2)c(OC)cc1NC(=O)CSc1[nH]c(=O)cc(C)c1C#N	3%	4%	2.3µM*
COc1ccc(N(C)S(=O)(=O)c2cccc(C(=O)Nc3ccc(-n4cnnn4)cc3)c2)cc1	-12%	7%	18µM*
CCN(C(=O)Cc1ccc(Br)cc1)C1CCCCC1	10%	2%	?
CCCc1cc(=O)oc2cc(C)cc(OCC(=O)Nc3ccc(S(N)(=O)=O)cc3)c12	-5%	4%	-28%
CCC(CC)c1nnc(NC(=O)c2cc(C(=O)OC)cc([N+](=O)[O-])c2)s1	-6%	3%	-15%
CCCNC(=S)N1CCC(C(=O)c2ccc(OC)cc2)CC1	3%	3%	21µM*
CN1CCN(c2ccccc2NC(=O)c2ccccc2F)CC1	-13%	/	16%
O=C1Cn2c(nc3ccccc32)-c2ccccc2N1	8%	1%	-23%
COc1ccccc1NC(=O)C(C)N(C)CC(=O)Nc1cccc2ccccc12 (configuration not stated)	/	2%	?

Gathered by group: the entries above with a nitro group on carbon.
SMILES	N370S GC mod	TDP1 block	TDP1 cell noCPT
O=C(N/N=C/c1ccccc1[N+](=O)[O-])c1ccc(CN2CCOCC2)cc1	-5%	2%	?
CCOc1ccc(Br)cc1C(=O)N/N=C/c1ccc([N+](=O)[O-])cc1	-9%	6%	-15%
COc1cccc(Cn2c(CNC(=O)c3cc([N+](=O)[O-])ccc3Cl)nc3cccnc32)c1	/	9%	?
O=[N+]([O-])c1ccc([C@H](O)[C@H](CO)N=Cc2ccccc2O)cc1	6%	-2%	-13%
CCC(CC)c1nnc(NC(=O)c2cc(C(=O)OC)cc([N+](=O)[O-])c2)s1	-6%	3%	-15%

Entries of single compounds, quoted from the list. Order of values: N370S GC mod, TDP1 block, TDP1 cell noCPT
Nc1nc(-c2ccc(-c3ccccc3)cc2)cs1 is listed with 6%, 0%, -17%
Cc1ccccc1Cn1c(=O)n(CCCC(=O)NCc2ccco2)c(=O)c2ccccc21 is listed with 4%, 6%[56.1 µM], ?
COc1ccc2oc(C(=O)N(Cc3ccco3)Cc3cccs3)c(C)c2c1 is listed with -9%, /, ?

Additional records follow.
SMILES	N370S GC mod	TDP1 block	TDP1 cell noCPT
CCOc1ccc(N(CC(=O)NC(C(C)C)C(C)C)S(=O)(=O)c2ccc(OC)c(OC)c2)cc1	-3%	5%	23µM*
CCCCOc1ccc(N2C(=O)CC(NCCc3ccc(S(N)(=O)=O)cc3)C2=O)cc1 (configuration not stated)	-9%	-2%	2%
N#C/C(=C\c1ccccc1)C(=O)NC1CC1	-1%	/	5%
CC(=O)Nc1ccc(S(=O)(=O)N2CCC(c3nc4c(nnn4Cc4ccccc4Cl)c(=O)[nH]3)CC2)cc1	-22%	4%	16%
COCC(=O)OCC(=O)c1cc(C)n(-c2ccc(Br)cc2)c1C	0%	6%	-19%
Cc1cc(C)n2c(SCc3ccccc3Cl)nnc2n1	/	-3%	2%

Bioassay records (PubChem BioAssay)

This is a subset; rates above refer to the full screens.
